G9a block – blocks human histone lysine methyltransferase G9a; Q96KQ7; G9a H3K9 monomethylation, AlphaScreen, 2 h; Potency, µM (top dose mostly 102 µM), without a hit: top-dose activity, negative = inhibition, most hits filed as inhibitors; actives 8.8% (n = 350,000); further: on the % scale 0 is the no-effect control and ±100 the full control effect; nearly all actives have a fitted effect of over 75% in size
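AlphaScreen detection with an anti-monomethyl H3K9 antibody quantified product after a 2 h room-temperature reaction containing 500 nM biotinylated H3K9 peptide, 20 µM SAM and 20 nM enzyme, which had been preincubated 15 min with compound.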
BAZ2B block – blocks human BAZ2B; AlphaScreen BAZ2B-H3K14Ac peptide displacement; Potency, µM (series often up to 114 µM), inactives show top-dose activity change, negative = inhibition, usual class: inhibitors; actives 4.4% (n = 360,000); Q9UIF8; further: on the % scale 0 is the no-effect control and ±100 the full control effect; nearly all actives have a fitted effect of over 60% in size
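BAZ2B (50 nM) with biotin-H3(5-23)K14Ac peptide (50 nM) in PBS pH 7.4, 0.01% Tween-20, preformed 30 min, then compound 30 min at room temperature; top concentration 110uM. AlphaScreen streptavidin donor/nickel chelate acceptor beads (10 ug/mL final), 20 min dark, signal read.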
HP1b chromo inh – inhibitors of HP1-beta chromodomain binding to methylated histone tails; P83916; AlphaScreen HP1-beta / biotin-H3K9me3 peptide binding; Potency, µM (series often up to 114 µM), inactives show at the top dose activity change, negative = inhibition, hits mostly inhibitors; actives 0.56% (n = 390,000); AID 540317; further: nearly all actives have a fitted effect of over 70% in size; inactives centre near 23
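AlphaScreen: HP1-beta (50 nM) preformed 30 min with biotin-H3(1-18)K9me3 peptide (50 nM) in PBS pH 7.4, 0.01% Tween-20. Compound added for 30 min at RT, then streptavidin donor/nickel chelate acceptor beads (10 ug/mL) for 30 min.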
PGK inhibitor – blocks T. brucei phosphoglycerate kinase. Potency, µM (series often up to 57.5 µM), for inactives: at the highest dose activity change, negative = inhibition, most hits filed as inhibitors. PGK/GAPDH coupled, Kinase-Glo luminescence, 60 min. actives 0.043% (n = 380,000). AID 602233; further: on the % scale 0 is the no-effect control and ±100 the full control effect; nearly all actives have a fitted effect of over 60% in size
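Recombinant glycosomal PGK reaction used 1,3-bisphosphoglycerate generated in-well by GAPDH (100nM final) in 100mM TEA pH 7.6, 5mM MgCl2, 0.01% Tween-20. After 60 minutes at room temperature, ATP was read by Kinase-Glo Plus luminescence end-point.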
GLS inh – glutaminase GLS (human) inhibition; actives 0.21% (n = 410,000); Potency, µM (highest dose often 45.5 µM), for the others: top-dose activity change, negative = inhibition, actives largely listed as inhibitors; GLS enzymatic activity, qHTS titration; AID 624170; O94925; further: on the % scale 0 is the no-effect control and ±100 the full control effect
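Human kidney-isoform GLS in 45 mM KH2PO4 pH 8.2, 0.02% Tween-20, with compound, started with 1mM L-Glutamine (added stock). Glutamate oxidase/HRP/Amplex red coupled fluorescence read at start and after 30 min at RT.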
BLM helicase inh – blocks DNA unwinding by human BLM helicase; recombinant BLM DNA unwinding, fluorescence dequenching; actives 0.2% (n = 350,000); Potency, µM (highest dose often 56.1 µM), inactives show top-dose activity change, negative = inhibition, actives largely listed as inhibitors; P54132;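 further: plate controls were vehicle for no effect and no enzyme for full effect; nearly all actives have a fitted effect of over 35% in size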
JMJD2A Tudor inh – inhibitors of human JMJD2A Tudor domain. O75164. AlphaScreen JMJD2A-Tudor / H3K4me3 peptide binding. Potency, µM (series often up to 114 µM), for the others: top-dose activity change, negative = inhibition, usual class: inhibitors. actives 4.4% (n = 390,000); further: on the % scale 0 is the no-effect control and ±100 the full control effect; nearly all actives have a fitted effect of over 50% in size
Target sequence (O75164 whole entry, looked up, the tested form may be a part): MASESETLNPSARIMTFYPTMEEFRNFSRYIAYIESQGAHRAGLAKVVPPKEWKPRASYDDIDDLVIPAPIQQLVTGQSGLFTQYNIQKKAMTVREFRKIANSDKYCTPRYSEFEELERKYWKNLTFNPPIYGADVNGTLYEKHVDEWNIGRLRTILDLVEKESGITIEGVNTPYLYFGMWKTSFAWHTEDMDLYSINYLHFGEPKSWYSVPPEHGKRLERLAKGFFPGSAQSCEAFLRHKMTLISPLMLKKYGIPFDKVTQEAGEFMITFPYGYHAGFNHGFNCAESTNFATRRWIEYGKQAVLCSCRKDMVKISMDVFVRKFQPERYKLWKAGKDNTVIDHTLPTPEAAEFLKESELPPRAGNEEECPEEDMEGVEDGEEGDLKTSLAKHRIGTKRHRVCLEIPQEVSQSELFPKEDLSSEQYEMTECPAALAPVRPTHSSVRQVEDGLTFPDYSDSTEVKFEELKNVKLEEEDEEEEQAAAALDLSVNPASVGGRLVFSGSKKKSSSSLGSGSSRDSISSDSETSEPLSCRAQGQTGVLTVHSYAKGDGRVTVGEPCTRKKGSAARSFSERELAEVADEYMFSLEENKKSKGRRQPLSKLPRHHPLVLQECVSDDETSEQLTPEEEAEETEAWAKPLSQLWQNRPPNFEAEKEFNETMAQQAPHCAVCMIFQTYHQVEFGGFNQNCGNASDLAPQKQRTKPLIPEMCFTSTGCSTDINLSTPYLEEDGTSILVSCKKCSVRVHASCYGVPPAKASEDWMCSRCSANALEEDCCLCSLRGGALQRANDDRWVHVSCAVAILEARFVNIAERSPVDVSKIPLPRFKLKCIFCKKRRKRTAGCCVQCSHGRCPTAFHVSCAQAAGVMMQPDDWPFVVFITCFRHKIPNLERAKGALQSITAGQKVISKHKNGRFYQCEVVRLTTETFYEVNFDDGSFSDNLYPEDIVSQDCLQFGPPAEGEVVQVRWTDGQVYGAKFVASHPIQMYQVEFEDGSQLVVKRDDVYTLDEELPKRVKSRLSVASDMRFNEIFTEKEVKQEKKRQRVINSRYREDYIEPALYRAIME
POLI inh – DNA polymerase iota (human) inhibition. Q9UNA4. Pol iota fluorescent replication assay, 10 min. Potency, µM (top dose mostly 115 µM), for inactives: top-dose activity, negative = inhibition, usual class: inhibitors. actives 1% (n = 390,000). AID 588590
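Fluorescent replication assay read twice, at 0 min and 10 min after adding 50 nM (final) substrate. Enzyme (10 nM) and compounds were first incubated 15 min at room temperature; enzyme-free buffer wells were negative controls.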
Pin1 inh – human Pin1 inhibition. Q13526. actives 0.009% (n = 390,000). Potency, µM (series often up to 115 µM), for the others: at the highest dose activity, negative = inhibition, usual class: inhibitors. Pin1 FP peptide displacement, HiFluor488, 10 min; active means well fitted inhibition curve with a large enough effect in the polarisation, with a control signal flat, not every such curve was filed as active; inconclusive means small, poorly fitted or top-dose-only effect, or effect the other way, or a change in a side signal; inactive means no such curve, though single readings can be large or run the other way; the % refers to the polarisation; further: on the % scale 0 is the no-effect control and ±100 the full control effect
* hit, by the source's call; i = inactive; ? = inconclusive; / = not tested or not shown; & = joins results of further samples; [ ] = another dose, or the depositor's remark. Unless noted, the call rests on the fitted dose curve; in most records, active means well fitted curve in the direction sought with a large enough effect; inconclusive means small, poorly fitted or top-dose-only effect, or another doubt; inactive means no such curve, though single readings can be large; an effect the other way counts as inactive or inconclusive. Potency means the concentration at half of the fitted maximal effect.

G9a block,BAZ2B block,HP1b chromo inh,PGK inhibitor,GLS inh,BLM helicase inh,JMJD2A Tudor inh,POLI inh,Pin1 inh,SMILES
-1.2%[59 µM],-2.0%,22.9%,-8.3%,-3.7%,-5.7%,-8.9%,17.0%,0.4%,N#Cc1ccc(NC(=O)COC(=O)C2Cc3ccccc3CN2C(=O)c2ccccc2)cc1 (stereo unspecified)
8.9%[59 µM],-5.8%,11.0%,-3.8%,-12.1%,0.0%,-8.3%,45.0%[activator],-1.6%,O=C(CSc1nc2ccsc2c(=O)n1-c1ccccc1)N1CCCC1
-22.0%,-6.5%,20.5%[57 µM],i,19.2%,-1.7%,-9.9%,-1.4%,4.4%,Cc1ccc(CN2CCN(Cc3nc(C(C)C)cs3)CC2CCO)cc1 (stereo unspecified)
-6.7%[59 µM],-13.4%,-7.7%,-6.2%,0.4%,-16.7%,-27.5%,-9.7%,5.0%,Cc1cc(C)cc(OCC(=O)N(Cc2ccc(Cl)cc2)C2CCS(=O)(=O)C2)c1 (stereo unspecified)
17.3%[59 µM],-4.4%,45.0%[activator],i,-2.2%,-9.9%,-7.4%,20.5%,0.2%,O=Cc1ccc(OC(=O)c2cccnc2)cc1
-7.0%[59 µM],-2.5%,19.9%,-5.3%,-12.7%,-3.0%,-16.5%,11.9%,4.5%,CCCOC(=O)c1ccc(OCC(O)CN2C(=O)NC(C)(C)C2=O)cc1 (stereo unspecified)
0.0%[59 µM],-34.0%,34.7%,-9.6%,0.4%,-6.4%,-8.5%,-13.4%,-5.6%,CCOc1ccc(C(=O)NCc2ccco2)cc1OC
-19.6%[59 µM],89.1µM*,-24.2%,-3.4%,4.5%,-1.7%,?,?,-1.5%,O=c1c2c3c(sc2n(CCN2CCCC2)c(=O)n1Cc1ccccc1)CCCCC3
15.8µM*,?,-16.0%,-3.5%,?,-15.0%,?,-26.8%,8.2%,S=C1NC(c2cccs2)=CC(c2ccc(Br)cc2)N1 (stereo unspecified)
-4.0%[59 µM],-11.3%,40.9%,-4.1%,-5.6%,0.4%,-5.3%,30.8%[activator],3.1%,COc1cccc(C(=O)N2CCN(C(=O)c3cccc(F)c3)CC2)c1
1.8%[12.7 µM],-28.2%,19.7%,-1.4%,-3.6%,0.6%,-20.4%,-12.6%,-0.6%,CCOC(=O)CC(N)c1ccc(OC)cc1 (stereo unspecified)
6.31µM*,44.7µM*,?,-8.6%,-0.3%,4.4%,?,6.5%,-1.5%,CC1CN(C2CCN(S(=O)(=O)c3ccc4ccccc4c3)CC2)CC(C)O1 (stereo unspecified)
28.7%,0.5%,23.2%,4.6%,35.5%[activator],-5.1%,-6.8%,-5.2%,-7.0%,CC1CCN(c2nc3c(=O)[nH]c(N)nc3n2[C@@H]2O[C@H](CO)[C@@H](O)[C@H]2O)CC1
/,50.1µM*,?,-5.1%,0.0%,0.6%,3.55µM*,-6.8%,-9.0%,O=C(CN1CCCC1)N1CCCc2ccccc21
/,-12.3%,9.1%,2.9%,8.1%,-11.3%,-19.3%,22.3%,-4.4%,O=C(COc1ccccc1C(=O)O)Nc1nc2ccc([N+](=O)[O-])cc2s1
-2.4%[12.7 µM],7.5%,37.4%,1.7%,12.9%,/,-11.7%,-16.5%,0.3%,O=C(COC(=O)/C=C/c1cccc(Br)c1)NC1CC1
8.4%,-10.0%,31.8%,0.8%,-7.3%,1.6%,-3.9%,95.0%[activator],1.2%,COCN(C#N)c1nc(N(C)C)nc(N(C)C)n1
41.1%,11.0%,24.9%,3.4%,23.0%,-3.2%,-5.8%,43.4%[activator],-3.6%,CC(=O)NC12CC3CC(C1)CC(C(=O)Nc1c(C)n(C)n(-c4ccccc4)c1=O)(C3)C2
/,-9.6%,5.2%,i,?,-4.5%,-31.6%,91.5%[activator],-7.6%,O=c1cc(-c2ccc(Br)cc2)[nH][nH]1
50.1µM*,-15.4%,14.2%,-3.0%,0.2%,-4.5%,?,26.6%,0.0%,CCOc1ccc(-c2nnc(SCC(=O)NC(C)(C)C)nc2-c2ccc(OCC)c(OC)c2)cc1OC
-15.5%,-3.2%,21.4%,-11.2%,2.0%,-0.7%,-31.3%,63.5%[activator],-5.7%,COc1cc(NC(=O)CCc2nnc3ccc(N4CCCC4)nn23)cc(OC)c1OC
-41.5%,3.7%,69.6%[activator],-5.0%,-5.2%,-2.4%,-24.0%,5.5%,-6.5%,C[C@H](NC(=O)[C@@H]1CCC(=O)N1Cc1ccco1)c1ccccc1
-25.0%,-19.7%,34.8%,i,-0.8%,-1.3%,-6.3%,19.6%,-0.7%,CC(C)CNc1nc(NC(C)(C)C)nc(Oc2ccc(=O)[nH]n2)n1
-36.7%,-1.8%,36.2%,-5.1%,-7.4%,4.1%,4.5%,-1.7%,1.1%,CCOc1cc(CNCC2CCCO2)cc(Br)c1OCC(N)=O (stereo unspecified)
11.2µM*,44.7µM*,?,-2.5%,-13.5%,-14.7%,39.8µM*,-1.3%,?,CCOc1ccc(N2C(=O)C3Sc4[nH]c(=O)sc4C(/C=C/c4ccccc4)C3C2=O)cc1 (stereo unspecified)
13.9%[59 µM],-3.4%,17.1%,-1.2%,7.5%,-2.0%,-8.3%,-20.7%,3.9%,Cc1nc2ccc(S(=O)(=O)N(C)CC(=O)NCCc3ccccc3)cc2s1
39.1%[activator],-35.6%,22.2%,-4.9%,-1.5%,0.2%,-18.6%,41.4%[activator],3.7%,CC1(C)NS(=O)(=O)Oc2ccccc21
-6.3%,-3.9%,13.0%,-10.5%,17.9%,-1.1%,-27.5%,-2.7%,10.8%,O=c1c2ccccc2nc(COc2ccccc2)n1/N=C/c1cc([N+](=O)[O-])ccc1O
153.6%[activator],38.7%[activator],92.4%[activator],i,-10.1%,-9.1%,56.4%[activator],-4.5%,-0.1%,O=C(c1cccs1)n1nc(-c2ccccc2)nc1NCc1ccc(F)cc1
12.5%[0.501 µM],1.5%,17.1%,-1.4%,-1.8%,/,-6.4%,43.3%[activator],-5.0%,CC(=O)N1c2ccccc2[C@@H](C)[C@@H]1C
161.4%[activator][59 µM],296.8%[activator],/,-10.0%,-9.9%,-5.2%,341.4%[activator],-6.7%,6.5%,Cc1cccc(-c2noc(CCCOc3ccc(Cl)cc3Cl)n2)c1
-4.9%[59 µM],7.3%,13.1%,i,16.9%,-1.4%,-13.5%,89.1µM*,0.0%,COc1ccccc1N1CCN(C(=O)N2CCOCC2)CC1
1.0%[59 µM],3.6%,-5.8%,-8.8%,-11.2%,-2.4%,7.0%,197.9%[activator],-0.4%,CC(=O)C1=C(O)C(=O)N(CCc2ccccc2)C1c1ccccc1[N+](=O)[O-] (stereo unspecified)
9.9%[59 µM],-12.5%&2.0%,43.8%&46.0%[activator],6.2%&-11.5%,-2.3%&-7.9%,-11.7%&-9.5%,-23.5%&-11.3%,-0.5%&3.9%,0.6%&1.2%,COC(=O)c1cccc(CN2C(=O)SC(Nc3ccc(C)cc3)C2=O)c1 (stereo unspecified)
22.0%[2.33 µM],9.6%,31.3%[activator],i,1.2%,-7.7%,6.3%,22.8%,-2.6%,O=C1N2CCSC2=NC1(Nc1ccccn1)C(F)(F)F (stereo unspecified)
28.2µM*,-31.4%,20.8%,-4.7%,28.2%,-6.4%,-23.6%,-5.9%,-1.9%,CC1CCN(c2ccc(C(=O)O)cc2NS(=O)(=O)c2ccc(Br)cc2)CC1
15.9%,-24.4%,17.6%,-6.9%,-3.5%,?,5.4%,-4.9%[58.9 µM],2.2%,Nc1nc(COc2ccccc2C=O)nc(Nc2ccccc2)n1
43.5%,17.2%,45.9%[activator],-3.8%,2.2%,-7.0%,8.0%,-5.1%,7.8%,Cc1ccc(S(=O)(=O)CC(=O)c2ccc(C(C)(C)C)cc2)cc1
-6.0%[59 µM],6.2%,31.7%,i,-5.8%,-1.3%,-3.7%,0.3%,-2.0%,CCn1c(SCC(=O)NC(C)(C)C)nnc1-c1ccoc1C
10.0%[59 µM],-6.5%,16.6%,13.0%,-1.4%,2.6%,-31.7%,19.5%,-0.4%,CCN(CC)C(=O)c1ccc2c3c(cccc13)C(=O)N(CCc1ccc(OC)c(OC)c1)C2=O
-17.6%,3.0%,19.3%,-7.4%,17.7%,0.4%,-18.2%,-19.1%,-0.1%,O=C(NCc1ccccc1)c1ccc(Br)o1
5.2%,9.2%,23.5%,-9.0%,0.6%,/,-6.2%,22.7%,-1.0%,CCC(=O)c1ccc(OCC(=O)OC(C)C(=O)N2CCc3ccccc32)cc1 (stereo unspecified)
?,-20.1%,3.9%,0.6%,-9.8%,-8.4%,7.6%,93.5%[activator],?,COc1ccc(C2CC(c3ccc(F)cc3)=NN2c2ccccc2)cc1OC (stereo unspecified)
50.1µM*,-4.5%,15.2%,i,2.2%,-2.7%,-2.9%,6.8%,17.7%,COc1ccccc1N1CCN(C(=O)CSc2nnc(NC(=O)c3ccco3)s2)CC1
?,3.4%,35.5%,-10.3%,19.9%,1.7%,-0.8%,-1.9%,0.9%,CC(=O)Nc1ccc(N=Cc2ccc[nH]2)cc1
0.2%,-21.8%,27.6%,-9.2%,1.5%,-0.9%,-4.9%,40.2%[activator],-11.3%,COCCCNC(=O)C1CCC(CNS(=O)(=O)c2ccc(Cl)cc2)CC1 (stereo unspecified)

Results in BLM helicase inh, PGK inhibitor and HP1b chromo inh, for three of the compounds above:
compound	BLM helicase inh	PGK inhibitor	HP1b chromo inh
CCOc1ccc(C(=O)NCc2ccco2)cc1OC	-6.4%	-9.6%	34.7%
CCOc1cc(CNCC2CCCO2)cc(Br)c1OCC(N)=O (stereo unspecified)	4.1%	-5.1%	36.2%
COCN(C#N)c1nc(N(C)C)nc(N(C)C)n1	1.6%	0.8%	31.8%

Screens deposited in PubChem BioAssay by National Center for Advancing Translational Sciences (NCATS).

Some of the compounds tested; rates above refer to the full screens.
